Source: PubChem BioAssay
GLP1R inv ag: acts as inverse agonist at human GLP-1 receptor. P43220. HEK293 GLP-1R CRE-luciferase, luminescence, 24 h; GLP-1R form is constitutively active. Potency, µM (series often up to 38.3 µM), without a hit: at the highest dose activity change, negative = inhibition, most hits filed as inhibitors. 410,000 tested, 1.6% active. AID 624417; note: potency is the fitted concentration of half-maximal effect; % is set by controls: 0 for no effect and ±100 for the full control effect; nearly all actives have a fitted effect of over 55% in size
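Using stably transfected HEK293 (constitutively active GLP-1R, cAMP-luciferase reporter), compounds were incubated 24 hr and luciferase measured by luminescence.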
IL-2 act: activators of IL-2; 360,000 tested, 0.065% active; IL-2 activation reporter assay, cell-based qHTS; stimulated with anti-CD3/CD4/CD28 beads; in transgenic mouse T cells; activation, % (series mostly up to about 46 µM); in the data active = activation above about 50%; inconclusive = mostly about 30% to 49%; note: 0% is about no effect
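Quantitative HTS in unstimulated transgenic mouse T cells, with memory T cells as non-tolerant control and PMA/ionomycin as tolerance-bypass control. Compound pretreatment lasted 60 minutes before 18 h bead stimulation; EGFP/DsRed fluorescence read.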
GLP1R ag: activates the human GLP-1 receptor; HEK293 GLP-1R CRE-luciferase, luminescence, 4-6 h; cells express a hypersensitive GLP-1R form; P43220; 380,000 tested, 0.007% active; Potency, µM (doses to about 45.6 µM), for inactives: at the highest dose activation, hits mostly activators; AID 624172; note: potency is the fitted concentration of half-maximal effect; % of control where 0% means no effect
EPAC1 antag: antagonists of human EPAC1. EPAC1 GEF assay, Rap1b-BODIPY-GDP exchange fluorescence. Potency, µM (series often up to 115 µM), without a hit: at the highest dose activity change, negative = inhibition, hits mostly inhibitors. 360,000 tested, 0.14% active. AID 720709. O95398;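 note: potency is the fitted concentration of half-maximal effect; plate controls were vehicle for no effect and positive control for full effect; nearly all actives have a fitted effect of over 50% in size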
PLK1 PBD inh: inhibitors of human PLK1 polo-box domain binding; P53350; Plk1 PBD binding of FITC phosphopeptide, fluorescence polarization; Potency, µM, without a hit: max response, negative = inhibition, most hits filed as inhibitors; 360,000 tested, 2.8% active; note: potency is the fitted concentration of half-maximal effect; series mostly up to about 57 µM; % is set by controls: 0 for no effect and ±100 for the full control effect; nearly all actives have a fitted effect of over 65% in size
PI5P4Ka inh: PI5P4K alpha (human) kinase inhibition | PI5P4Kalpha enzyme, ADP-Glo luminescence, 60 min; stronger effect = lower value | max response, % | 330,000 tested, 1.2% active; active = max response of -50% or lower; inconclusive = between -30% and -50%; inactive = -30% or higher; note: value at the top dose of about 77 µM; % is set by controls: 0 for no effect and ±100 for the full control effect
Target sequence (P48426 whole entry, looked up): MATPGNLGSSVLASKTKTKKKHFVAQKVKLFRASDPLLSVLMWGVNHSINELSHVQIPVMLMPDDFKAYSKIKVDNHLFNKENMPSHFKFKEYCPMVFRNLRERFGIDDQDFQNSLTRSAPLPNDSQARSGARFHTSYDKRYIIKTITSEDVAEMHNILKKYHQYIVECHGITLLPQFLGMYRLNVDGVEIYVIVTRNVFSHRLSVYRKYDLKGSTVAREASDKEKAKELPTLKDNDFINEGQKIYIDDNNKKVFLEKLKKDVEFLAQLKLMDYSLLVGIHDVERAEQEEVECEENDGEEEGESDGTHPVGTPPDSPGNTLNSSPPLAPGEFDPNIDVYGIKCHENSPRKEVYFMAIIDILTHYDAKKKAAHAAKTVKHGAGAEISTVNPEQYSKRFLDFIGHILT
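Reactions run in 0.038 M HEPES pH 7.4, 0.28 mM EGTA, 0.1% CHAPS and 5% DMSO, with PI5P4Kalpha, substrate, compound and 5 microM ATP final, one hour at room temperature. Readout is ADP-Glo luminescence.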
PTHR1 ag: agonists of human PTHR1 parathyroid hormone receptor. 410,000 tested, 0.075% active. HEK293 GP2 PTHR1 cells, GloSensor cAMP luminescence, 1 h. Potency, µM (doses to about 115 µM), inactives show top-dose activation, actives largely listed as activators. AID 743266; note: potency is the fitted concentration of half-maximal effect; nearly all actives have a fitted effect of over 55% in size; some results filed as inactive show a strong effect at the top dose; inactives centre near -15; many of its hits are not listed in these tables
Target sequence (Q03431 whole entry, looked up): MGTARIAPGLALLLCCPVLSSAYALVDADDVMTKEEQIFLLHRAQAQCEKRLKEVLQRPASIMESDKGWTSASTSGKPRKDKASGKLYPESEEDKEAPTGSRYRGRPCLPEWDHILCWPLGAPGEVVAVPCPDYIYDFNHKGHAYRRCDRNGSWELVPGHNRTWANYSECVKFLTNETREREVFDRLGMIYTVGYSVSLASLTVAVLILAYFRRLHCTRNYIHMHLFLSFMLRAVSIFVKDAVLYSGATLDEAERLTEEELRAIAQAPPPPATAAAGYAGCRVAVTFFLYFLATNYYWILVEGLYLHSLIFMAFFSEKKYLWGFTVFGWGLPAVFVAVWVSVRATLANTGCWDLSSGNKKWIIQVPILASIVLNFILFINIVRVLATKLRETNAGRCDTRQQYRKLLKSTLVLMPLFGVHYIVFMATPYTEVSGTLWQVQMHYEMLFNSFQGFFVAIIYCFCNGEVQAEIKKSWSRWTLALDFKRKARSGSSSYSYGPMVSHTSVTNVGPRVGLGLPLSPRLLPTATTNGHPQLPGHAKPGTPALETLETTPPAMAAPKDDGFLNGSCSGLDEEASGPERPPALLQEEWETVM
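HEK-293-derived GP2 cells expressing PTHR1 and a GloSensor cAMP reporter, 3,000/well, plated overnight, given luciferin plus IBMX (each 0.5 mM as added) for 1 h at 37 °C, then compound for 1 h at 37 °C. Luminescence was read after 15 min at room temperature.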
EPAC1 ag: activates human EPAC1 exchange factor | 360,000 tested, 0.073% active | EPAC1 agonist qHTS, biochemical assay; response scale: 100% = response to 6.5 mM cAMP | Potency, µM (top dose mostly 154 µM), for the others: top-dose activation, hits mostly activators | O95398; note: potency is the fitted concentration of half-maximal effect; nearly all actives have a fitted effect of over 60% in size
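EPAC1 100 nM, Rap1B–BODIPY-GDP 250 nM, unlabeled GDP 50 uM; compound titration; 5 min RT; kinetic read ex480/em540 at 5-min intervals ×30 min; data normalized to 6.5 mM cAMP agonist control.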
GLP1R cytotox: cytotoxic in the GLP-1 receptor inverse agonist counter-screen; HEK293 cAMP-luciferase reporter cells, luminescence, 24 h; Potency, µM (top dose mostly 38.3 µM), for the others: at the highest dose activity change, negative = inhibition, hits mostly inhibitors; 410,000 tested, 0.13% active;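 note: loss of luciferase light is scored as toxicity; potency is the fitted concentration of half-maximal effect; % is set by controls: 0 for no effect and ±100 for the full control effect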
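1536-well qHTS counterscreen of the MLSMR; 200 cells/uL, 12 h pre-incubation, 23 nL cpd, 24 h at 37 deg C 5% CO2, luciferase detection reagent, 12 min RT, luminescence. Inhibition = undesired.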
An asterisk follows results filed as active; i = inactive; u = inconclusive; x = not tested or not shown; & = joins results of further samples; [ ] = remark or other dose. Unless noted, calls come from the whole dose curve; as a rule, active = well fitted curve in the direction sought with a large enough effect; inconclusive = small, poorly fitted or top-dose-only effect, or another doubt; inactive = no such curve, though single readings can be large; an effect the other way counts as inactive or inconclusive. Some of the compounds tested; the hit share may differ from the screen's.

compound	GLP1R inv ag	IL-2 act	GLP1R ag	EPAC1 antag	PLK1 PBD inh	PI5P4Ka inh	PTHR1 ag	EPAC1 ag	GLP1R cytotox
CC1CCCC(C)N1C(=O)COC(=O)CNC(=O)c1ccccc1F (stereo not drawn)	10%	-0.6	-7%	5%	-13%	0	-24%	1%	2%
Nc1nnc(SCC(=O)NC2CCCCCC2)s1	5%	-4.2	3%	-7%	-13%	-1	i	5%	-8%
Nc1ccccc1SCc1cc([N+](=O)[O-])cc2c1OCOC2	-27%	-2.9	7%	u	-8%	1	-31%[inhibitor][57.5 µM]	6%	-9%
O=C(N/N=C/c1cc(Br)ccc1O)c1ccccc1Cl	u	0.3	-8%	3%	-2%	-2	i	2%	u
COc1ccc(C2CC(=O)c3cc(OC)c(OC)cc32)cc1OC (stereo not drawn)	91%[activator]	0.6	25%	-3%	-7%	-4	i	6%	7%
Cc1[nH]n(-c2ccccc2)c(=O)c1C=NCC1CCCO1 (stereo not drawn)	9%	-2.4	3%	0%	-2%	1	i	-7%	-36%
COc1ccc(S(=O)(=O)N2CCCCCC2)cc1C(=O)OCC(=O)NC(C)(C)C	-27%	0.3	20%	23%	-3%	-4	i	3%	-8%
COC(=O)c1ccccc1NC(=O)CSc1n[nH]c(-c2cccnc2)n1	38%[activator]	1.4	11%	-3%	21µM*	-21	-15%	13%	-12%
CCOC(=O)c1c(C)nc(C)c(C(=O)OCC)c1-c1cccnc1	11%	0.4	-4%	6%	4%	-5	0%	5%	3%
CCOc1cc(OCC)cc(C(=O)O)c1	0%	-1.2	-6%	5%	-4%	x	i	0%	1%
O=C(c1cc(-c2ccc(Cl)cc2)n(-c2ccc(Cl)c(Cl)c2)n1)N1CCOCC1	-1%	-2.7	-15%	-4%	-14%	4	-4%	3%	0%
O=C(Nc1cc(S(=O)(=O)N2CCOCC2)ccc1Cl)c1cc2ccccc2o1	26%	-0.2	0%	-13%	2%	2	-3%	3%	5%
Cc1c(Cl)cccc1NC(=S)N(Cc1ccccc1)Cc1cccnc1	u	-1.0	1%	-4%	-20%	4	i	-7%	-20%
COc1cc(C(=O)Nc2ccc(S(=O)(=O)Nc3cc(C)on3)cc2)cc(OC)c1OC	21%	-0.2	-6%	-1%	-7%	-1	i	0%	5%
O=C(CCCOc1ccc(Cl)cc1Cl)NNC(=O)C1CCC1	-8%	-1.8	13%	-9%	-19%	7	-18%	-2%	-4%
O=Cc1c(NCc2ccco2)nc2ccccn2c1=O	22%	-4.9	12%	6%	-10%	-4	-2%	-2%	-3%
Cc1cccc2c(N=O)c(O)[nH]c12	38%[activator]	-3.8	12%	1%	3.8µM*	-59*	-13%	6%	-13%
Cc1ccc(S(=O)(=O)Nc2ccc(S(=O)(=O)N3CCOCC3)cc2)cc1	22%	-6.4	1%	7%	-5%	7	-18%	-4%	-11%
O=C(CCCC(=O)N(CC(=O)NC1CCCC1)c1cccc(F)c1)Nc1ccccn1	14%	-0.1	3%	-4%	3%	1	-73%[inhibitor]	2%	6%
O=C(CCN1CCN(C(c2ccccc2)c2ccccc2)CC1)N/N=C/c1ccc(O)cc1O	u	0.0	-4%	-17%	2%	7	i	4%	u
Cc1ccc(-c2nnc(SCC(=O)Nc3ccc(N4CCOCC4)cc3)o2)cc1	4%	0.0	-5%	9%	-7%	-7	i	0%	-5%
Cc1[nH]c2ccccc2c1Cc1n[nH]c(=S)o1	16%	-3.0	-4%	4%	u	-7	-12%	-15%	-2%
O=C(N1CCN(CCO)CC1)N1c2ccccc2CCc2ccccc21	-10%	-0.3	4%	-7%	2%	1	i	5%	-3%
Cc1cc(N2CCN(C)CC2)ccc1NC(=O)c1cccc(S(=O)(=O)N2CCc3ccccc3C2)c1	u	-0.5	-12%	8%	-3%	-10	-9%	-5%	u
O=C(Cc1ccc(Cl)cc1)Nc1cccc(S(=O)(=O)N2CCCCC2)c1	u	-0.5	12%	-17%	11%	0	u	7%	-9%
CC(C)(C)C(=O)NC(CC(=O)O)c1ccccc1 (stereo not drawn)	8%	-1.4	-4%	-18%	3%	-4	i	-1%	-2%
CC(C)(C(=O)Nc1nccs1)c1ccccc1	-17%	5.6	5%	3%	-5%	-7	-8%	-3%	5%
CCn1c(=O)c(C(=O)NNC(=O)c2ccccc2Br)c(O)c2ccccc21	-19%	-2.1	3%	u	-10%	0	-23%	3%	-13%
COc1ccc(C2C(=O)N(CCc3ccccc3)CC(=O)N2C2CCCCC2)cc1 (stereo not drawn)	0%	-0.6	3%	-3%	-7%	x	-11%[57.5 µM]	5%	-14%
CC1CCC(=C(C#N)c2nc(-c3cc4ccccc4oc3=O)cs2)CC1 (stereo not drawn)	15%	-0.6	-9%	-10%	27µM*	-8	-19%	6%	-5%
COC(=O)c1c(NC(=O)CN2C(=O)NC3(CCc4ccccc4C3)C2=O)sc2c1CCCCC2 (stereo not drawn)	9%	1.3	11%	-11%	-11%	1	-23%	14%	14%
COC(=O)c1ccc(C23CC4(C2)[C@H](CN(Cc2ccc(-c5ccccc5)cc2)[C@@H]4c2ccccc2)C3c2ccc(Cl)nc2)cc1 (stereo partly drawn)	8%	0.6	1%	-5%	-1%	7	i	6%	-1%
O=C(O)c1cccnc1SCc1cccc(Cl)c1	7%&0%	-0.2	-2%	-20%	-10%	6	-21%	7%	10%&-4%
COC(=O)c1c(NC(=O)c2ccnn2C)sc(C)c1C	26%	-0.3	-2%	4%	-3%	7	i	0%	-7%
Cc1cccc(N(C(=O)Cn2nnc3ccccc32)C(C(=O)NC(C)(C)C)c2ccsc2)c1 (stereo not drawn)	u	1.9	0%	8%	-1%	x	-2%[57.5 µM]	-5%	u
Cc1cccc(NC(=O)NCCN2CCN(c3ccccc3)CC2)c1C	u	3.6	-6%	18%	-5%	-1	-4%	3%	-10%
CCOC(=O)C(C)Sc1ncnc2c1nnn2-c1ccc(F)cc1 (stereo not drawn)	-6%	0.1	-21%	-15%	-3%	2	-31%[inhibitor][57.5 µM]	-6%	-1%
CC1(C(=O)NCc2ccccn2)C=CCN1C(=O)c1ccccc1 (stereo not drawn)	0%	0.0	1%	1%	-4%	-5	-14%	13%	-5%
Cn1cc(-c2ccccc2C(=O)O)c(=O)c2cc(Cl)ccc21	-11%	0.3	2%	6%	u	-2	5%	9%	-6%
CN(C)Cc1ccccc1-c1cccc2nccn12	18%	0.5	1%	-6%	-4%	5	i	9%	-1%
O=C1C=C(NCCN2CCOCC2)CC(c2ccccc2)C1 (stereo not drawn)	3%	0.6	0%	17%	2%	x	-8%[57.5 µM]	-1%	-16%
C[C@H]1CN([C@@H](C)CO)C(=O)c2cc(NC(=O)C3CCCCC3)ccc2O[C@H]1CN(C)C(=O)Nc1ccc2c(c1)OCO2	-12%	1.2	6%	-13%	-22%	0	-25%	-8%	-10%

Rewritten with values under each structure: part of the list above.
Second line of a record – GLP1R inv ag | IL-2 act | GLP1R ag | EPAC1 antag | PLK1 PBD inh | PI5P4Ka inh | PTHR1 ag | EPAC1 ag | GLP1R cytotox
CC(C)(C)C(=O)NC(CC(=O)O)c1ccccc1 (stereo not drawn)
→ 8% | -1.4 | -4% | -18% | 3% | -4 | i | -1% | -2%
CC(C)(C(=O)Nc1nccs1)c1ccccc1
→ -17% | 5.6 | 5% | 3% | -5% | -7 | -8% | -3% | 5%
CCn1c(=O)c(C(=O)NNC(=O)c2ccccc2Br)c(O)c2ccccc21
→ -19% | -2.1 | 3% | u | -10% | 0 | -23% | 3% | -13%
COc1ccc(C2C(=O)N(CCc3ccccc3)CC(=O)N2C2CCCCC2)cc1 (stereo not drawn)
→ 0% | -0.6 | 3% | -3% | -7% | x | -11%[57.5 µM] | 5% | -14%
CC1CCC(=C(C#N)c2nc(-c3cc4ccccc4oc3=O)cs2)CC1 (stereo not drawn)
→ 15% | -0.6 | -9% | -10% | 27µM* | -8 | -19% | 6% | -5%
COC(=O)c1c(NC(=O)CN2C(=O)NC3(CCc4ccccc4C3)C2=O)sc2c1CCCCC2 (stereo not drawn)
→ 9% | 1.3 | 11% | -11% | -11% | 1 | -23% | 14% | 14%
COC(=O)c1ccc(C23CC4(C2)[C@H](CN(Cc2ccc(-c5ccccc5)cc2)[C@@H]4c2ccccc2)C3c2ccc(Cl)nc2)cc1 (stereo partly drawn)
→ 8% | 0.6 | 1% | -5% | -1% | 7 | i | 6% | -1%
O=C(O)c1cccnc1SCc1cccc(Cl)c1
→ 7%&0% | -0.2 | -2% | -20% | -10% | 6 | -21% | 7% | 10%&-4%
COC(=O)c1c(NC(=O)c2ccnn2C)sc(C)c1C
→ 26% | -0.3 | -2% | 4% | -3% | 7 | i | 0% | -7%
Cc1cccc(N(C(=O)Cn2nnc3ccccc32)C(C(=O)NC(C)(C)C)c2ccsc2)c1 (stereo not drawn)
→ u | 1.9 | 0% | 8% | -1% | x | -2%[57.5 µM] | -5% | u
Cc1cccc(NC(=O)NCCN2CCN(c3ccccc3)CC2)c1C
→ u | 3.6 | -6% | 18% | -5% | -1 | -4% | 3% | -10%
CCOC(=O)C(C)Sc1ncnc2c1nnn2-c1ccc(F)cc1 (stereo not drawn)
→ -6% | 0.1 | -21% | -15% | -3% | 2 | -31%[inhibitor][57.5 µM] | -6% | -1%
CC1(C(=O)NCc2ccccn2)C=CCN1C(=O)c1ccccc1 (stereo not drawn)
→ 0% | 0.0 | 1% | 1% | -4% | -5 | -14% | 13% | -5%
